# Y pestis TopoI: Y. pestis Topo-I inhibition via cleavage products. Y. pestis Topo-I cleavage product accumulation, plate reader. activity, % at 10 µM. 360,000 compounds, 0.064% hits. AID 504884; in the data active means activity above about 50%, passing the limit was not always enough; inconclusive means no clear call, values can overlap the other calls; further: inactives centre near 2
# Anthrax LF prot: blocks Bacillus anthracis lethal factor protease. P15917. inhibition, % at 10 µM. multiplex microsphere protease cleavage assay, LF. 360,000 compounds, 0.12% hits. AID 588501; in the data active means inhibition above about 30%; inconclusive means no clear call, values can overlap the other calls; further: plate controls were buffer without enzyme for full effect and enzyme alone for no effect
# Target sequence (P15917 whole entry, looked up): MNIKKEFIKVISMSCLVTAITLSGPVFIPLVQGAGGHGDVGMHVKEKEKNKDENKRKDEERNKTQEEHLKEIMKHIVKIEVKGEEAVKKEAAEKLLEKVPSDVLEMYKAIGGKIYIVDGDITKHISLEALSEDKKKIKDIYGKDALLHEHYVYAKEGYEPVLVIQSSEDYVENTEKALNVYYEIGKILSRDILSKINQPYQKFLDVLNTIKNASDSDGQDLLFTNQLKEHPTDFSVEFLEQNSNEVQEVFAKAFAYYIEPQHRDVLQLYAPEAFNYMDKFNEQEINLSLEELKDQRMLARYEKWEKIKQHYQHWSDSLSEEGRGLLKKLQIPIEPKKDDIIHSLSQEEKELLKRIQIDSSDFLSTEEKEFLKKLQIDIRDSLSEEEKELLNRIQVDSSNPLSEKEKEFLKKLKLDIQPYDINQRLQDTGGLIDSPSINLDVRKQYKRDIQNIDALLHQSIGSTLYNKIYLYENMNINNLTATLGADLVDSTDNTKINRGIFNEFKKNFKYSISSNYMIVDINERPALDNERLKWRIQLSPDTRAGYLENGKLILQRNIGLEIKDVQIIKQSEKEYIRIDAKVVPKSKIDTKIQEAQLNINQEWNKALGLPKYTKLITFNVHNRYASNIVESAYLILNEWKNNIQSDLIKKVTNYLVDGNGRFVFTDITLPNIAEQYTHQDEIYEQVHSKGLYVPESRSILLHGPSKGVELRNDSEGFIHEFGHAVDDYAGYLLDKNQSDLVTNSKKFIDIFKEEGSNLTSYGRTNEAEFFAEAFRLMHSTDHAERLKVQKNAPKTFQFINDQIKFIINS
# SSB-PriA inh: inhibitors of Klebsiella pneumoniae PriA binding to SSB C-terminal tail | AlphaScreen SSBct-PriA binding, biotinylated peptide | inhibition, % at 33 µM | 430,000 compounds, 0.6% hits; in the data active means inhibition mostly above about 37%, no sharp cut-off; inactive means mostly below about 20%;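 further: plate controls were negative control peptide for no effect and reference peptide for full effect; strong numbers were not always called active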
# BH1578 lux ind: inducers of Vibrio cholerae quorum light production without autoinducers | V. cholerae BH1578 lux reporter, luminescence, 6 h | activation, % at 18.7 µM | 350,000 compounds, 0.16% hits; in the data active means activation mostly above about 9.7%, no sharp cut-off; inconclusive means no clear call, values can overlap the other calls; inactive means mostly below about 3.7%; further: not every result past the cut was called active; inactives centre near 0; reference of the scale not given here
# DUSP3 inh: blocks human VHR1 dual specificity phosphatase; P51452; recombinant VHR phosphatase, pNPP absorbance; inhibition, % at 13.3 µM; 290,000 compounds, 0.52% hits; in the data active means inhibition above about 50%; further: some compounds called inactive have numbers as strong as hits
# PfHsp40 yeast: rescue of PfHsp40-mediated yeast toxicity | S. cerevisiae expressing PfHsp40, growth rescue, ATP luminescence | growth rescue, % at 12.5 µM | 340,000 compounds, 0.68% hits | AID 504582; in the data active means growth rescue above about 28%, passing the limit was not always enough; inconclusive means no clear call, values can overlap the other calls;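 further: yeast W303a lacking pdr1 and pdr3 grown in galactose medium; growth measured after three days at 30 °C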
# MazF activator: activators of E. coli MazEF toxin-antitoxin RNase. P0AE70. FAM/BHQ RNA-DNA oligo cleavage fluorescence, 5 h. activation, % at 20 µM. 350,000 compounds, 0.32% hits; in the data active means activation above about 50%
# Target sequence (P0AE70 whole entry, looked up): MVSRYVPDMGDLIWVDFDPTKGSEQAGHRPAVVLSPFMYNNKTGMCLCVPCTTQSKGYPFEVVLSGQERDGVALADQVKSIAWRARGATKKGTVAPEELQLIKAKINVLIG
# Rv3671c protease: inhibitors of M. tuberculosis serine protease Rv3671c; P9WHR9; inhibition, % at 5.96 µM; 320,000 compounds, 0.048% hits; AID 2606; in the data active means inhibition above about 38%;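 further: extracellular domain of Rv3671c used as enzyme; 0% = enzyme with DMSO and 100% = no enzyme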
# SARS 3CLpro inh: SARS-CoV 3CLpro protease inhibition | P0C6X7 | recombinant SARS-CoV 3CLpro, quenched FRET peptide cleavage | inhibition, % at 6 µM | 290,000 compounds, 0.14% hits; in the data active means inhibition above about 12%
# TcdB inh: TcdB glycohydrolase inhibition; P18177; TcdB glycohydrolase enzymatic assay, plate reader; inhibition, % at 9.99 µM; 350,000 compounds, 0.24% hits; AID 652162; in the data active means inhibition above about 10%
# Starred values were filed as active, the others as inactive; i = inactive; ? = inconclusive; / = no result given; & = joins results of further samples. Only part of the results is shown; count on the stated rates, not on these rows.
no.	structure	Y pestis TopoI	Anthrax LF prot	SSB-PriA inh	BH1578 lux ind	DUSP3 inh	PfHsp40 yeast	MazF activator	Rv3671c protease	SARS 3CLpro inh	TcdB inh
1	CCc1ccccc1NC(=O)CSc1nnc(CCNC(=O)OC(C)(C)C)o1	-9	-3	-11	-0.5	0	1.4	12	0	-1	1.6
2	Cc1cccc(NC(=O)C2CCCN(S(=O)(=O)c3ccc4c(c3)oc(=O)n4C)C2)c1 (stereo unspecified)	6	2	0	-0.3	25	-0.3	12	1	3	-0.5
3	CNC(=O)COC(=O)/C=C/c1ccco1	4	-13	-5	i	18	-1.8	-6	1	-1	0.0
4	Cc1cc(NC(=O)CSc2cn(CCNC(=O)c3ccc(F)cc3)c3ccccc23)no1	4	-3	6	i	33	0.4	6	0	-2	/
5	O=S(=O)(c1ccc(OCC(O)CNC23CC4CC(CC(C4)C2)C3)c(Cl)c1)N1CCOCC1 (stereo unspecified)	0	-5	-9	-2.4	28	0.2	11	1	2	-0.6
6	Fc1ccc(C2CC(c3ccco3)=NN2c2ccccc2)cc1 (stereo unspecified)	-8	-1	-103	i	-14	-0.7	-2	0	1	/
7	OC(C#Cc1ccccn1)c1cccs1 (stereo unspecified)	2	-4	18	i	-4	0.8	-3	-6	-2	/
8	Clc1ccc(CNC2CCN(Cc3ccccc3)CC2)cc1	-5	2	-13	-0.1	10	-1.3	3	8	3	1.3
9	CNC(=O)COc1ncnc2sc(C)c(C)c12	-8	2	-11	i	1	-1.2	11	2	-3	/
10	O=C(Nc1ccccc1C(=O)NCCc1ccccc1)c1ccco1	0	-1	1	-0.4	21	0.2	11	-5	6	/
11	CCCCCCCCCC(=O)N/N=C/c1ccc(C)s1	4	-13	/	2.6	-10	-0.4	-2	7	0	/
12	O=C(O)CCCC(=O)Nc1nc(-c2ccccc2)cs1	-3	0	-5	-0.1	8	0.0	4	3	0	/
13	CCOC(=O)C1=C(C)NC2=C(C(=O)CC(C)(C)C2)C1c1cccc(C)n1 (stereo unspecified)	-5	-1	-7	i	10	0.1	1	-5	-7	/
14	COCCNc1nc(NCc2cccs2)nc2ccsc12	-4	2	/	-0.6	/	/	/	/	/	0.1
15	CC(C)C(NC(=O)c1ccc(F)cc1)C(=O)OCC(=O)N1CC(=O)Nc2ccccc21 (stereo unspecified)	-2	0	0	-0.4	-3	-0.1	-1	1	2	/
16	CC1CCN(C(=O)Oc2ccccc2)CC1	10	1	3	i	6	-0.3	5	6	3	0.7
17	COCc1cc(C)nc(N/N=C/c2ccc(Cl)c(Cl)c2)c1C#N	2	0	/	-0.3	8	-0.1	1	3	-2	0.3
18	Cc1ccccc1Oc1ccc(-c2nc(N)nc(N)n2)cc1	0	3	-2	i	13	119*	-1	3	-1	/
19	O=C(O)c1ccc(NC(=O)c2ccccc2NC(=O)c2ccccc2Br)cc1	3	-7	-15	-0.6	21	0.2	6	2	4	-2.0
20	COc1ccc(NC(=O)C(CCS(C)(=O)=O)NC(C)=O)cc1 (stereo unspecified)	-3	1	13	0.4	16	-1.5	-4	0	1	/
21	CC1CCCN(C(=O)c2cc3c(-c4ccc(Cl)cc4)nn(C)c3s2)C1 (stereo unspecified)	-1	0	-1	-0.2	21	0.1	17	-14	4	0.2
22	O=C(Nc1ccnn1C1CCN(C(=O)c2cc(Cl)ccc2F)CC1)C1CCOC1 (stereo unspecified)	5	-6	-15	0.5	-27	0.3	-6	10	0	1.8
23	O=C(OCC(=O)N1CCN(C(=O)c2ccco2)CC1)c1sc2ccccc2c1Cl	21	-4	1	-15	-10	0.5	7	-4	2	/
24	CC(C)CCN1CCN(Cc2cn[nH]c2C2CCCCC2)CC1CCO (stereo unspecified)	-2	-3	-3	-2.1	22	0.4	-11	-1	2	1.0
25	COc1ccc(CN2CCOCCOCCOCCOCC2)cc1	-1	-13	-6	-0.7	14	-0.1	10	-2	-4	0.6
26	Cc1cscc1-c1ccc(C(=O)Nc2c(C)cccc2C)o1	16	-4	/	i	/	/	/	/	/	-5.9
27	O=C(O)CSCC(=O)N1CCN(c2ncnc3scc(-c4ccccc4)c23)CC1	0	2	0	-0.8	20	1.4	5	-3	3	0.6
28	CC(=O)OC(C(=O)N1CCN(c2ccccc2F)CC1)c1ccccc1 (stereo unspecified)	6	3	4	1.6	-4	-0.3	0	-1	5	/
29	COc1ccc(CCOC(=O)c2ccc(N)c([N+](=O)[O-])c2)cc1	12	-1	13	i	0	-0.1	-3	2	4	1.9
30	O=C(O)CCSc1nnc(-c2ccc3c(c2)OCO3)o1	-6	-2	3	3.7	17	0.5	5	-2	9	/

# The list goes on.
no.	structure	Y pestis TopoI	Anthrax LF prot	SSB-PriA inh	BH1578 lux ind	DUSP3 inh	PfHsp40 yeast	MazF activator	Rv3671c protease	SARS 3CLpro inh	TcdB inh
31	O=C1c2ccccc2C(=O)N1CCCCN(C(=O)c1cc([N+](=O)[O-])ccc1Cl)c1ccc(Cl)cc1	24	-1	12	-0.2	-2	3.6	-2	-20	2	/
32	Cc1cc(=O)[nH]c2c(C)cc(S(=O)(=O)NCc3ccccc3)cc12	12	-2	-4	-0.4	1	2.7	6	-7	-7	-1.4
33	CSc1nnc(-c2ccc(C(F)(F)F)nc2C)o1	8	11	-10	0.2	10	0.4	5	0	1	-0.1
34	O=C(c1ccc(Cl)cc1)C1C2C(=O)N(c3ccccc3)C(=O)C2C2CCCN21 (stereo unspecified)	1	2	-10	-0.4	18	-1.1	0	/	-2	/
35	Oc1ccc2oc3c(c2c1)CCCC3	-10	0	3	-1.4	-1	1.2	-9	2	-5	/
36	OCCC1CN(C2CSCCSC2)CCN1Cc1ccccc1 (stereo unspecified)	8	2	-1	-0.6	7	-0.9	9	-5	-8	0.7
37	O=c1nc(-c2ccccc2)cn[nH]1	-1	-2	1	-0.3	3	-0.5	11	1	-4	/
38	COc1ccccc1N1CCN(c2nccc(C)n2)CC1	13	22	-5	-0.6	6	-0.4	1	2	-5	2.4
39	C#CCOCCOCCOCCNc1nc(N2CCN(C(=O)Cn3cc(CC(C)O)nn3)CC2)nc(N2CCN(C(=O)[C@H](CCCCN)n3cc(CCCC)nn3)CC2)n1 (stereo partly specified)	18	4	9	i	/	-0.1	2	/	/	1.6
40	NC(=O)CSc1nnc2ccc(-c3ccco3)nn12	-4	-2	-7	-2.4	18	0.8	0	7	-1	0.2
41	CC1(C)CC(=O)C=C(NNC(=O)C2CCCCC2)C1	-4	1	-11	i	18	0.2	6	2	-1	/
42	Oc1ccccc1C1SC(c2ccccc2O)SC(c2ccccc2O)S1 (stereo unspecified)	-24	-3	-3	-7.1	/	32*	-23	/	/	0.1
43	O=C(Nc1nnc(Cc2ccccc2)s1)c1cnccn1	-2	-4	-5	-0.4	17	1.1	-11	-7	-4	2.1
44	CS(=O)(=O)c1cccc(NC(=O)C2CC2)c1	-3	0	-15	-2.0	9	0.9	-1	-1	-3	1.3
45	O=c1[nH]oc2c1CCNC2	-7	1	12	i	/	-0.5	-5	-5	/	1.5
46	N#C/C(=C\c1cccs1)C(=O)NCc1ccccc1	1	-4	0	i	3	-0.6	-2	-8	1	/
47	COc1ccc(CC(=O)NNC(=O)COc2ccc(F)cc2)cc1S(=O)(=O)N1CCOCC1	4	-2	-2	-2.0	/	-2.0	-5	1	/	0.0
48	CCN=C1SC(CC(=O)Nc2ccccc2)C(=O)N1CC (stereo unspecified)	-1&6	-4&-4	-5&-8	-2.7&-7.1	17	0.7&0.3	2&5	-2	-2	-3.6
49	O=C1COc2ccc(S(=O)(=O)Nc3ccc(F)cc3)cc2N1	-3	-1	-10	-0.3	36	1.5	-6	-5	-3	0.2
50	Cc1cc(N)n2nc(C(F)(F)F)nc2n1	-2	-2	-11	-6.7	-7	0.1	-6	-7	-2	-2.8
51	COC(=O)C1CSC(C(=O)OC)N1C(=O)Nc1c(C)cccc1C (stereo unspecified)	10	2	-6	i	20	1.8	5	4	3	/
52	O=C1CCN(CCc2ccccc2)CCN1[C@H](COc1ccccc1)c1ccccc1	4	-12	10	i	24	0.1	10	1	-5	1.3
53	Cc1c(C(=O)NCc2ccc(F)cc2)oc2ccc(S(=O)(=O)N3CCOCC3)cc12	24	-6	-8	i	7	0.9	-3	0	1	1.2
54	CC(C)(C)c1ccc2oc(=O)cc(-c3cccc(-c4ccc(C(F)(F)F)cc4)c3)c2c1	9	-2	-14	-13	/	-1.4	8	/	/	0.7
55	O=C(COC(=O)CNC(=O)c1ccco1)Nc1ccc(Cl)cn1	-5	-3	-24	i	-6	-0.1	0	-5	1	/
56	O=C1CCCc2ccccc2N1Cc1ccccc1	9	-9	-3	-0.4	-7	-0.6	6	10	8	0.7
57	CN(Cc1ccccc1)S(=O)(=O)c1ccc(Cl)c(C(=O)OCC(N)=O)c1	7	-5	-7	-0.4	29	0.0	9	8	-1	0.8
58	CN(C)S(=O)(=O)c1ccc(N2CCCC2)c(C(=O)Nc2cccc(F)c2)c1	14	-2	-2	i	21	0.6	2	4	3	1.7
59	CC(C)N(C(=O)C(=O)c1cccn1-c1ccccc1C#N)C(C)C	7	-1	3	-7.7	20	1.1	5	-9	-1	/
60	COc1cc2c3nnc(-c4ccccc4)c-3cn(Cc3ccc(F)cc3)c2cc1OC	16	5	-1	-0.4	10	0.4	-21	-4	-11	1.5

# Going on with the list:
no.	structure	Y pestis TopoI	Anthrax LF prot	SSB-PriA inh	BH1578 lux ind	DUSP3 inh	PfHsp40 yeast	MazF activator	Rv3671c protease	SARS 3CLpro inh	TcdB inh
61	Cc1ccc2c(c1)C(=O)C(=O)N2Cc1ccc(F)cc1	10	2	-2	-0.4	/	3.4	10	-4	/	0.2
62	COCC(C)n1c(C)cc(C(=O)CSc2nnc(-c3ccco3)o2)c1C (stereo unspecified)	7	-4	5	i	/	1.1	8	1	/	5.9
63	Cn1cc(CCC(=O)N2CCC3(CC2)OCCO3)c2ccccc21	13	1	-6	-0.3	49	0.5	-2	5	-1	/
64	O=C(NCc1cccs1)c1cccnc1Cl	-3	0	-2	-0.4	-7	-0.9	-2	-2	5	/
65	Cc1ccc(S(=O)(=O)NCCCNc2ccc([N+](=O)[O-])cc2)cc1	11	-6	17	i	16	2.0	-2	-9	-3	1.6
66	COc1ccc(Cc2nnc(SCc3ccc([N+](=O)[O-])cc3)o2)cc1	23	0	2	0.3	24	6.1	1	7	0	1.1
67	Cc1ccccc1NC(=O)C1COc2ccccc2O1 (stereo unspecified)	5	5	-17	3.8	27	-0.8	-1	8	-2	0.2
68	O=C(CSc1ccc([N+](=O)[O-])cc1)Nc1nnc(C2CC2)s1	-8	-2	-11	-5.9	/	1.7	9	3	/	1.0
69	CC(C)CNC(=O)CSc1ccc(S(=O)(=O)N(C)C2CCCCC2)cn1	30	2	1	0.0	/	0.1	5	/	/	2.4
70	CN(C)CCCNC(=O)c1cc2c3ccccc3n(C)c2s1	5	?	0	0.6	25	-0.2	9	0	4	/
71	C/C(CC(=O)NC(C)(C)C)=N\NC(=O)c1ccccc1N	-2	8	/	-0.1	4	1.6	1	6	0	-2.8
72	COCCN(C(=O)COC(=O)CCn1c(C)csc1=O)c1c(N)n(Cc2ccccc2)c(=O)[nH]c1=O	?	0	-9	i	/	-0.3	7	6	/	2.2
73	Cc1cccc(NC(=O)CSc2n[nH]c(-c3ccncc3)n2)c1C	0	0	0	0.7	19	0.2	4	-4	-5	0.6
